# Assay outcomes as filed in PubChem.
# Pf gametocyte: late stage P. falciparum gametocyte viability inhibitors, primary screen, ATP luminescence, HTS | P. falciparum stage V gametocytes, 24 h | inhibition, % at 10.9 µM | actives 0.065% (n = 150,000) | AID 743093, 2013;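 active = inhibition above the mean plus 3 SD of compounds within the control limits, set per campaign, cut at about 38% in these data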;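 also: 0% = DMSO wells and 100% = medium only without gametocytes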
# Avidin bead fluor: green autofluorescence of compounds with avidin beads – biophysical, 488/530 nm, flow cytometry, artefact control, profiling panel; compound fluorescence 488/530 nm; active compounds read high; fluorescence (KMESF) at 10 µM; actives 0.38% (n = 220,000); AID 1775, 2009; in the data active = fluorescence above about 47; also: inactives centre near 10
# ABCB1 inh: ABCB1 efflux pump inhibitors, primary screen, cell-based, multiplex, flow cytometry, ABCG2 counter-screen | ATP-dependent translocase ABCB1 (Homo sapiens), P08183 | CCRF-Adr cells, JC-1 efflux | inhibition, % at 6.6 µM | actives 0.067% (n = 190,000) | AID 1326, 2008; in the data active = inhibition above about 40%;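 also: 0% = vehicle and 100% = reference inhibitor; higher value means more JC-1 retained so stronger ABCB1 efflux block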
# Mcl1-Noxa inh: Mcl-1/Noxa binding inhibitors, primary screen, biochemical, TR-FRET, 1536-well. Induced myeloid leukemia cell differentiation protein Mcl-1 (Homo sapiens), Q07820. TR-FRET Mcl-1/Noxa peptide binding, 2 h. inhibition, % at 21.7 µM. actives 1.5% (n = 220,000);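 active = compounds that cut the protein-peptide binding signal by more than 50% relative to plate controls in a single-dose test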;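 also: His-tagged Mcl-1 with rhodamine Noxa BH3 peptide and terbium anti-His antibody; 0% = Mcl-1 plus Noxa peptide wells and 100% = peptide-only wells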
# HRas wt GTP: modulators of GTP binding to HRas wildtype, primary screen, biochemical, bead-based flow cytometry, multiplex; GTPase HRas (Homo sapiens), P01112; GST-Ras wt beads, Bodipy-FL-GTP binding; actives lie on both sides; GTP binding activity, % at 10 µM; actives 0.14% (n = 190,000); AID 759, 2007;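 active = GTP binding activity at least 20% away from the 100% baseline, either lowered as inhibitor or raised as activator; inconclusive = flagged as likely green fluorescent, judged across all proteins in the well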;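 also: 0% = unlabeled GTP competition control and 100% = no-compound control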
# Target sequence (P01112 whole entry, looked up): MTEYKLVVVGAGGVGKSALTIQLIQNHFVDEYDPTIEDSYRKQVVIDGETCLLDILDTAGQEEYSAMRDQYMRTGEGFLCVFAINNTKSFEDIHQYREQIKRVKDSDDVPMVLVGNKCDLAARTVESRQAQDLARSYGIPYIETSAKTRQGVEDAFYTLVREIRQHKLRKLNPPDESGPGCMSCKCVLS
# Rab2 wt GTP: modulators of GTP binding to Rab2A wildtype, primary screen, biochemical, dog, bead-based flow cytometry, multiplex | GST-Rab2 wt beads, Bodipy-GTP binding | GTP binding activity, % at 10 µM | actives 0.19% (n = 190,000) | AID 760, 2007;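 active = GTP binding activity at least 20 points away from 100%, either lowered or raised; inconclusive = signal likely due to the compound's own green fluorescence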;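 also: 0% = beads with excess unlabeled GTP and 100% = no-compound control corrected for plate trend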
# ABCG2 inh: ABCG2 efflux pump inhibitors, primary screen, multiplex with ABCB1, IgMXP3 cells, flow cytometry. inhibition, % at 6.6 µM. actives 0.1% (n = 190,000). Broad substrate specificity ATP-binding cassette transporter ABCG2 (Homo sapiens), Q9UNQ0. JC-1 efflux. AID 1325, 2008;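 active = inhibition above 80%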;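 also: 0% = DMSO and 100% = nicardipine control wells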
# Target sequence (Q9UNQ0 whole entry, looked up): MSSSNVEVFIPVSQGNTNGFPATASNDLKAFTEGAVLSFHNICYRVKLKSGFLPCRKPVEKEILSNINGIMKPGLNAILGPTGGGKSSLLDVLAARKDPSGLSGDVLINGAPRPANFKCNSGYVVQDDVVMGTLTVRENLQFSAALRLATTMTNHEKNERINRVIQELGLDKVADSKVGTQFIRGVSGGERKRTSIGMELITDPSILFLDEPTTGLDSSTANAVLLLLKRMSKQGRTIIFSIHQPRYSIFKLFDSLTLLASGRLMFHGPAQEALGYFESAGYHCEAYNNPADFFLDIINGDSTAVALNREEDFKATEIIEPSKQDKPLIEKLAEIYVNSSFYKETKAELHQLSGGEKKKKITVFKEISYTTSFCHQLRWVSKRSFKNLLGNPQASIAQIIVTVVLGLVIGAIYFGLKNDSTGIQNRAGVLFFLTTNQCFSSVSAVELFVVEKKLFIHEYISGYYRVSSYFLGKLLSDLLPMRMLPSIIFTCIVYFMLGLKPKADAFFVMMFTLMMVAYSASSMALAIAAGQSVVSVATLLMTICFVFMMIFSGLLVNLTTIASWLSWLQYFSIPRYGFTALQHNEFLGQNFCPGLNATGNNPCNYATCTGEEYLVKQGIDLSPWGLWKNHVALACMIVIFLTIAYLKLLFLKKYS
#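 material = IgMXP3 (ABCG2) plus far-red-tagged CCRF-Adr (ABCB1) cells | amount = 3 million cells/mL, equal mix of both lines | also added = JC-1 transporter substrate | dosing = one concentration, 6.6 µM final | schedule = 10 min at 25 °C | measured by = flow cytometric JC-1 green MFI at 530 nm | read-out basis = percent efflux inhibition, scaled nicardipine 100% to DMSO 0%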
# Rac1 act GTP bind: GTP binding modulators of activated mutant Rac1, primary screen, biochemical, bead-based flow cytometry, multiplex, fluorescent GTP. Ras-related C3 botulinum toxin substrate 1 (Homo sapiens), P63000. GST-Rac1 activated beads; actives lie on both sides; 100% means binding = to untreated wells. percent activity (GTP binding), % at 10 µM. actives 0.11% (n = 190,000). AID 764, 2007;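 active = GTP binding at least 20 percentage points away from the 100% baseline, in either direction, so actives lie on both sides; inconclusive = Compound likely fluorescent itself, or too few beads counted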
# Cdc42 wt: modulators of GTP binding to wildtype Cdc42, primary screen, biochemical, multiplex bead flow cytometry, Bodipy-GTP; Cell division control protein 42 homolog (Homo sapiens), P60953; GST-Cdc42 beads; actives lie on both sides; percent activity (GTP binding), % at 10 µM; actives 0.2% (n = 190,000); AID 761, 2007;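 active = percent activity GTP binding at least 20 points away from the 100% baseline, either down as inhibitor or up as activator; inconclusive = compound flagged as likely green fluorescent from well-wide comparison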;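 also: median bead fluorescence of bound Bodipy-FL-GTP at 100 nM; 0% = excess unlabeled GTP control and 100% = no compound control; below 100% means less GTP binding so inhibitor and above means activator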
# Target sequence (P60953 whole entry, looked up): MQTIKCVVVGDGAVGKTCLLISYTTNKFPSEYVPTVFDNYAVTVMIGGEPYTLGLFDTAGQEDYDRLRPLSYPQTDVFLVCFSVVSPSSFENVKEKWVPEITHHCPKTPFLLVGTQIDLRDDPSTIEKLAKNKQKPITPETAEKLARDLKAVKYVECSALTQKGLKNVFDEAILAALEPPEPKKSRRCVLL
# Rac1 wt GTP bind: wildtype Rac1 GTP binding modulators, primary screen, biochemical, GST-Rac1 beads, flow cytometry, multiplex; Ras-related C3 botulinum toxin substrate 1 (Homo sapiens), P63000; GTP binding activity (% of control), % at 10 µM; AID 757, 2007; fluorescent GTP binding; actives lie on both sides; 0 = cold GTP competed, 100 = untreated; actives 0.27% (n = 190,000);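 active = GTP binding activity at least 20 points away from the 100% control level, either lower or higher; inconclusive = compound flagged as likely green fluorescent, judged across all proteins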
# Rab7 wt GTP bind: modulators of GTP binding to Rab7, primary screen, biochemical, wildtype, multiplex bead flow cytometry; Rab7 GTPase wild type (dog), Bodipy-FL-GTP binding; GST-Rab7 beads, fluorescent GTP binding; actives lie on both sides; untreated = 100%, excess cold GTP = 0%; GTP binding activity (percent of control), % at 10 µM; actives 0.055% (n = 190,000); AID 758, 2007;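 active = fluorescent GTP binding to Rab7 beads changed by at least 20 points from the 100% baseline, either direction, mostly lower; inconclusive = compound itself probably fluorescent, or too few beads counted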;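 also: median green fluorescence of bound Bodipy-FL-GTP per Rab7 bead population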
# An asterisk follows results filed as active; u = inconclusive; x = no result given.
# Value order: Mcl1-Noxa inh	Rac1 wt GTP bind	Rac1 act GTP bind	Rab7 wt GTP bind	Avidin bead fluor	Pf gametocyte	Cdc42 wt	ABCG2 inh	Rab2 wt GTP	HRas wt GTP	ABCB1 inh
Clc1ccc(CSc2nnc(-c3ccncc3)o2)c(Cl)c1
 : -3	103	101	99	15	-2	106	4	102	103	1.1
COc1ccc(-c2cc(C(F)(F)F)n3nc(C(=O)N4CCCC4)cc3n2)cc1
 : x	93	96	94	9	-24	98	6	95	97	1.0
Cc1csc(NC(=O)C2CCN(S(=O)(=O)c3ccc4c(c3)oc(=O)n4C)CC2)n1
 : -8	106	100	107	10	x	102	0	103	104	-2.1
O=C(NC12CC3CC(CC(C3)C1)C2)c1cc2nc(-c3ccco3)cc(C(F)(F)F)n2n1
 : -10	100	97	97	35	x	98	2	97	98	0.5
CCCc1cc(NCc2ccccn2)n2c(nc3ccccc32)c1C#N
 : 2	75*	88	93	34	-12	81	10	83	86	11
Cc1cc(NS(=O)(=O)c2ccc(NC(=O)Nc3ccccc3)cc2)no1
 : 18	101	97	100	6	x	102	0	97	100	0.0
O=C(NC1CCCC1)c1ccc(S(=O)(=O)N2CCCC2)cc1
 : 1	109	100	103	27	x	104	0	101	101	0.9
O=C(CSC1CCCCC1)N1CCN(c2ccccc2)CC1
 : 21	96	97	99	13	8	97	5	100	100	1.2
C=CCn1c(O)c(N=NC(=O)CNC(=O)c2cccs2)c2ccccc21
 : 20	104	101	99	14	8	98	25	102	101	2.7
Cc1sc2nc(SCC(=O)N3CCCCC3)[nH]c(=O)c2c1C
 : 25	u	u	u	5	-9	u	0	u	u	1.2
CC(C)(C)c1ccc(C(=O)Nc2cccc([N+](=O)[O-])c2)cc1
 : 4	104	98	101	4	-18	102	116*	101	100	11
Cc1cccc(-n2ncc3c(N4CCCC4)ncnc32)c1
 : 15	102	100	93	8	x	103	7	101	99	-0.1
CC(C)C(=O)N1CCN(c2ccc(NC(=O)c3cccs3)cc2)CC1
 : 14	106	99	99	7	15	100	10	98	101	2.6
CCOc1ccc(-c2noc(-c3ccncc3)n2)cc1OCC
 : 11	104	101	97	2	x	101	1	100	101	0.2
Nn1c(SCC(=O)NCCC2=CCCCC2)nnc1C1CCCCC1
 : -3	101	98	96	14	6	99	2	97	98	0.3
COc1cc(C(c2nnnn2C(C)(C)C)N2CCN(C)CC2)cc(OC)c1OC (stereo not given)
 : 0	96	97	102	14	0	98	1	103	99	-0.5
Cc1c(Cl)c(C(=O)NC2CCCC2)nn1C
 : 0	108	98	99	4	x	101	3	101	101	0.3
Cc1cc(C(=O)N/N=C/c2cc([N+](=O)[O-])ccc2O)c2ccccc2n1
 : -6	93	95	96	9	15	94	16	93	93	2.0
NC(=O)CN1C(=O)C(O)(CC(=O)/C=C\C=C\c2ccccc2)c2ccccc21 (stereo not given)
 : 12	103	101	101	11	1	99	2	100	98	0.4
COc1ccc(-c2cc(C(=O)Nc3cc(C)nn3-c3ccccc3)no2)cc1OC
 : 0	96	95	105	5	4	96	0	105	100	0.0
Cc1ccccc1OCCn1cc(C(=O)C(=O)N2CCOCC2)c2ccccc21
 : 10	97	98	102	8	x	95	26	99	97	1.6
COc1cccc(C(=O)Nc2c(C(N)=O)oc3ccccc23)c1
 : 15	95	99	98	4	x	95	3	95	96	-0.4
CCc1nnc(NC(=O)CN2CCN(C3CCCCC3)CC2)s1
 : 32	109	103	102	9	x	106	0	101	103	0.1
CCOC(=O)C(=O)Nc1ccc(OC)c(Cl)c1
 : 15	98	95	95	12	17	95	7	95	96	1.5
CCCCc1nc(NCC2CCCO2)c(C#N)c2c1COC(C)(C)C2 (stereo not given)
 : 6	106	98	101	32	x	102	29	101	103	1.8
COC(=O)N1N=C(c2ccccc2)CC1(O)C(F)(F)F (stereo not given)
 : 3	94	91	91	7	-10	92	2	92	93	0.6
CC(=O)Nc1ccc(Sc2ncccc2C(=O)Nc2ccc(F)cc2)cn1
 : 5	100	95	107	19	x	101	3	106	106	0.8
CS(=O)c1ccccc1COC(=O)Nc1ccc(Cl)cc1 (stereo not given)
 : -11	95	97	94	15	-7	97	0	96	98	-2.6
Cn1c(CNC(=O)Nc2cccc(Cl)c2)nnc1SCc1ccccc1
 : 16	93	93	93	19	4	96	2	94	94	0.2
CCC(=O)Nc1cccc(NC(=O)c2cccnc2)c1
 : 0	108	101	102	6	x	107	3	106	105	0.8
O=C(CN1C(=O)c2ccccc2S1(=O)=O)Nc1ccc(S(=O)(=O)N2CCCCC2)cc1
 : -10	107	103	99	18	26	101	22	101	102	0.7
O=C(N/N=C/c1cccs1)c1ccc(NC(=O)c2ccccc2Cl)cc1
 : 1	99	97	99	11	-14	101	0	99	98	0.0
O=C(CCc1nnc(CCCCc2ccccc2)o1)NC(c1cccnc1)C(F)(F)F (stereo not given)
 : 8	97	97	101	2	13	96	2	97	98	1.3
COc1cc(OC)c(OC)cc1C#N
 : 18	102	97	105	12	x	96	3	101	97	0.3
Cc1ccccc1CC1(CO)CCCN(C(=O)c2ccc3ncccc3c2)C1 (stereo not given)
 : 5	98	97	102	10	2	97	2	97	99	0.9
CCOc1cc(-c2ccc(N)c(OCC)c2)ccc1N
 : 8	107	100	102	31	-26	104	0	101	102	0.1
O=C(NNC(=O)c1ccc(SCC2CCCO2)c([N+](=O)[O-])c1)c1ccc(F)cc1 (stereo not given)
 : 5	104	97	95	22	8	93	20	97	96	1.4
CN(C)c1ccc(/C=C/c2ccc3ccccc3[n+]2C)cc1
 : 47	103	99	100	22	23	105	1	101	102	-0.4
Cc1ccc(-c2noc(CCC(=O)Nc3ccc4c(c3)OCO4)n2)cc1
 : 12	101	95	99	35	2	102	52	97	99	1.6
CCn1c(SCC(=O)O)nnc1-c1ccccc1OC
 : 5	97	96	96	24	x	96	0	97	98	-0.2
O=C(Cn1nnc(-c2cccs2)n1)OC1CCCCC1
 : -7	104	101	97	5	-26	102	0	100	100	0.1
O=C1CC(Cc2ccccc2)C(=O)N1CCc1ccc2c(c1)OCO2 (stereo not given)
 : -7	101	98	103	19	x	101	2	101	102	0.9
Cc1cc(N2CCN(C(=O)c3ccco3)CC2)n2nc(C)nc2n1
 : 12	103	96	98	6	x	102	1	99	100	0.0
Cc1cc(NC(=O)CSc2nccn2C)no1
 : 10	99	96	97	10	-10	98	8	96	96	0.5
O=C(CSc1nc2c(cnn2-c2ccccc2)c(=O)[nH]1)c1ccc(Cl)cc1
 : -148	98	93	91	6	15	90	1	92	93	0.4
Fc1ccc(OCc2nc(-c3ccncc3)n[nH]2)cc1
 : -2	102	97	103	9	-2	101	15	104	101	-0.1
O=C(c1ccc(Cl)cc1[N+](=O)[O-])N1CCOCC1
 : 1	96	97	94	10	x	98	12	97	100	0.5
O=C(Nc1ccc(S(=O)(=O)Nc2nccs2)cc1)C1CC(=O)N(c2ccccc2)C1 (stereo not given)
 : 17	97	96	97	12	x	99	0	95	97	-0.2
N=c1ccn(Cc2ccccc2Cl)cc1
 : -10	105	98	98	25	x	102	-4	100	97	-1.0
NNC(=O)CN1C(c2ccc(Cl)cc2)=Nc2ccc(Br)cc2C1c1ccccc1 (stereo not given)
 : 6	u	u	u	16	x	u	1	u	u	3.9
Cc1ccc(NCc2nnc(SCC(=O)NCCc3ccccc3)n2C)cc1
 : 7	102	99	107	9	x	101	2	102	102	0.4
CCn1cc(C(=O)OCC(=O)Nc2cccc(S(=O)(=O)N3CCOCC3)c2)c(=O)c2ccc(C)nc21
 : 2	102	101	99	7	7	102	-1	100	101	0.0
NC(=O)c1ccsc1NC(=O)CCS(=O)(=O)c1ccccc1
 : -4	92	96	95	9	8	105	-3	92	94	-0.6
CCOC(=O)c1c(C)[nH]c(O)c1C=Nc1ccc(C(F)(F)F)cc1
 : -24	100	96	98	10	x	97	3	95	100	0.3
CCOC(=O)C1=C(C)NC(=O)NC1c1cc2c(cc1Br)OCO2 (stereo not given)
 : 12	102	97	100	34	x	98	15	99	98	2.1
Cc1ccc(-c2nc(CN(C)C)cc(CN(C)C)c2O)cc1
 : 13	98	100	98	11	x	100	0	99	100	0.0
COc1ccccc1-c1cc2nc(C)c(CCC(=O)NCc3ccco3)c(C)n2n1
 : 14	103	100	98	23	x	103	1	96	99	0.1
O=C(CSc1nnnn1CCCO)Nc1ccc2c(c1)OCO2
 : 9	98	98	105	10	-19	100	21	100	100	2.4
O=S1(=O)N=C(N2CCN(Cc3ccc4c(c3)OCO4)CC2)c2ccccc21
 : 0	103	98	102	11	22	104	13	101	100	-0.2
O=C(CSc1ccc(Cl)cc1Cl)N1CCC(c2nc3ccccc3s2)CC1
 : 8	98	98	97	11	5	97	0	96	97	0.5

# Later entries:
# Value order: Mcl1-Noxa inh	Rac1 wt GTP bind	Rac1 act GTP bind	Rab7 wt GTP bind	Avidin bead fluor	Pf gametocyte	Cdc42 wt	ABCG2 inh	Rab2 wt GTP	HRas wt GTP	ABCB1 inh
CC(=O)c1cnc2c(-c3ccc(Cl)cc3)cnn2c1C
 : 4	104	100	92	7	x	102	4	100	100	0.2
FC(F)(F)c1cccc(OCCOCCn2cncn2)c1
 : x	90	93	92	12	x	94	2	92	93	0.9
Cn1c(=O)cc(OCC(=O)N2CCC(N3CCCCC3)CC2)c2ccccc21
 : -2	101	100	93	4	x	97	1	97	96	0.0
COC(=O)C1=C(C)C(c2ccc(OC)cc2)NC(=S)N1 (stereo not given)
 : 0	119	104	103	14	14	112	3	103	107	1.0
